# Screening data from PubChem.
# GAA850 FXN act – frataxin GAA850 promoter activation; 360,000 tested, 0.56% active; AID 540364; activation, % at 6 µM; HEK293 lucGAA850 FXN promoter luciferase reporter, 24 h; percent of 10 µM SAHA response;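 active = activation above the average of all compounds screened plus 3 SD, cutoff fixed separately per campaign, cut at about 7.5% in these data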;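 note: 0% = DMSO wells and 100% = 10 µM SAHA wells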
# ADAM17 inh – inhibitors of human ADAM17; inhibition, % at 6.95 µM; 370,000 tested, 0.83% active; recombinant ADAM17, EDANS/DABCYL FRET peptide cleavage; AID 720648; P78536;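 active = inhibition above the mean of compounds lying between control limits plus 3 SD, set per campaign, cut at about 8.5% in these data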;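 note: 0% = DMSO-only wells as the low control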
# DAX1 inh-1 – DAX1 (NR0B1) inhibition, primary screen | HEK293T StAR-luciferase reporter, SF-1/DAX-1 repression relief | inhibition, % at 6.8 µM | 370,000 tested, 1.1% active | AID 652010;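 active = inhibition above the mean over all tested compounds plus 3 SD, cut at about 3.6% in these data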;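 note: 0% = DAX-1 cells with DMSO and 100% = cells lacking DAX-1 with DMSO; higher inhibition means more luminescence from relief of DAX-1 repression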
# PLC-beta3 inh – inhibitors of human phospholipase C beta3; Purified PLC-beta3, fluorogenic substrate, fluorescence; inhibition, % at 12.2 µM; 370,000 tested, 0.18% active; AID 720704; in the data active = inhibition above about 11%;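 note: 0% = median of compound wells on plate and 100% = full blocker control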
# hcDAF12 agonist – activators of H. contortus DAF-12 nuclear receptor; HEK293 hcDAF-12 lit1-tk-luc reporter, luminescence; 0% DMSO, 100% Δ7-dafachronic acid; activation, % at 6.8 µM; 370,000 tested, 1.4% active;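 active = activation above the mean of all tested compounds plus 3 SD, cut at about 5.5% in these data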;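 note: 100% = response to 3 µM Δ7-dafachronic acid high control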
# DAX1 inh-2 – inhibits human nuclear receptor DAX1 | P51843 | HEK293 Gal4-DAX1 luciferase reporter, luminescence | inhibition, % at 6.75 µM | 340,000 tested, 0.99% active | AID 504766;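 active = inhibition above the mean over all tested compounds plus 3 SD, cut at about 4.2% in these data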;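 note: 0% = DAX1-transfected cells with DMSO and 100% = empty-vector control cells with DMSO; inhibition shows as a rise in luminescence from relieved DAX1 repression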
# Target sequence (P51843 207-470 limits assumed): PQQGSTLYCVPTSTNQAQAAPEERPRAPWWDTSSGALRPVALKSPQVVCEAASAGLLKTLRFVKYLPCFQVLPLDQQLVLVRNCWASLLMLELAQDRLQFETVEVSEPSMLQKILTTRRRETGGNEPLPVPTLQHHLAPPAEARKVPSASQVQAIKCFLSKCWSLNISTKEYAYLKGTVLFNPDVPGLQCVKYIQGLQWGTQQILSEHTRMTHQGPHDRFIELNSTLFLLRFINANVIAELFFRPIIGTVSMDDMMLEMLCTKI
# hgDAF-12 ag – hgDAF-12 agonism, primary luciferase screen; AID 687014; HEK293 GAL4-hgDAF12 UAS-luciferase reporter, agonist luminescence; normalized to butyrate control; activation, % at 6.8 µM; 370,000 tested, 1.8% active;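 active = activation above a cutoff set at the mean of all screened compounds plus 3 SD, cut at about 10% in these data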;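 note: 0% = DMSO wells and 100% = sodium butyrate wells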
# ssDAF12 agonist – S. stercoralis DAF-12 activation, primary screen; HEK293 ssDAF-12/GRIP1 lit1-tk-luc reporter, luminescence; % of 3 µM dafachronic acid response; 370,000 tested, 1% active; activation, % at 6.8 µM;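 active = activation above the mean over all tested compounds plus 3 SD, cut at about 0.9% in these data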;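 note: 0% = DMSO-only wells and 100% = 3 µM delta7-dafachronic acid wells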
# sPLA2-III inh – Inhibits HGIII-sPLA2 liposome hydrolysis, primary screen; Q9NZ20; QFRET BODIPY PC-A2 liposome hydrolysis, fluorescence; inhibition, % at 12.2 µM; 370,000 tested, 0.56% active; AID 743126;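 active = inhibition above mean plus 3 SD of compounds lying within the high and low control bounds, cut at about 19% in these data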;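 note: 0% = median of test compound wells and 100% = no enzyme DMSO wells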
# Target sequence (Q9NZ20 whole entry, looked up): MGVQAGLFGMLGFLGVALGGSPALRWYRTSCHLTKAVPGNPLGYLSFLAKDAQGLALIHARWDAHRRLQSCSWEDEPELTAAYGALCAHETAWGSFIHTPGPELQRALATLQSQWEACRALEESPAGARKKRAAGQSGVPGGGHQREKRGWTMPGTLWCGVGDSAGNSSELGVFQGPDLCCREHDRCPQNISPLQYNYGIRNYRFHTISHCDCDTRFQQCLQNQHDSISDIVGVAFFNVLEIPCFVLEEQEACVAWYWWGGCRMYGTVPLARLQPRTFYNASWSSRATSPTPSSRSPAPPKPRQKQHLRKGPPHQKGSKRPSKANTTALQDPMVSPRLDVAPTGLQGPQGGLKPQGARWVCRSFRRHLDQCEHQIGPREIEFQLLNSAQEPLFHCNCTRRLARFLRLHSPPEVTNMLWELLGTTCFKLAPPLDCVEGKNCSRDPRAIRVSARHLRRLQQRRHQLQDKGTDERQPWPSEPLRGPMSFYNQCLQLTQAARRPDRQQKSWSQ
# ADAM10 inh – inhibits human ADAM10; O14672; recombinant ADAM10, EDANS/DABCYL FRET peptide cleavage, 3 h; inhibition, % at 7 µM; 370,000 tested, 0.62% active;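 active = inhibition above a per-campaign cutoff equal to the mean of compounds falling between control-based bounds plus 3 SD, cut at about 20% in these data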;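 note: 0% = DMSO wells while the 100% control is not disclosed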
# PLC-gamma1 inh – blocks human PLC-gamma1 enzyme activity; P19174; purified PLC-gamma1, fluorogenic substrate, fluorescence; inhibition, % at 12.2 µM; 370,000 tested, 0.84% active; AID 720700; in the data active = inhibition above about 9.5%
# Numbers without * were called inactive; / = no result given; & = joins results of further samples.
structure	hgDAF-12 ag	DAX1 inh-2	ssDAF12 agonist	PLC-beta3 inh	hcDAF12 agonist	PLC-gamma1 inh	ADAM10 inh	GAA850 FXN act	ADAM17 inh	sPLA2-III inh	DAX1 inh-1
CCCN(CCC)C(=O)Cc1coc2ccc3ccccc3c12	-3.8	-1.3	-1.8	-3.6	-1.6	-5.3	-5.7	-0.1	-3.7	-0.4	-1.1
COc1ccc(Cl)cc1-c1cc(C(=O)NCc2cc(C(F)(F)F)cc(C(F)(F)F)c2)[nH]n1	-1.0	/	-0.8	1.9	-1.1	3.5	-11.1	-1.7	-2.3	-0.6	-1.5
COc1ccc(NC2=CC(=O)N(C)C2=O)cc1	-1.1	0.3	0.0	-84.3	2.1	-74.2	-20.6	0.5	-1.6	3.5	1.0
c1cncc(C(c2nnnn2C2CCCC2)N2CCCC2)c1 (centres undefined)	1.9	1.4	-1.6	-21.0	0.0	-6.2	3.9	3.9	-0.1	1.9	1.7
O=C(Nc1cc(C(F)(F)F)ccc1N1CCOCC1)c1ccc(F)cc1	0.8	1.6	-1.4	1.4	-0.5	0.1	-8.1	0.9	-5.4	-0.8	0.0
COc1cccc(C(NC(C)=O)c2nc(-c3ccc(F)cc3OC)cs2)c1 (centres undefined)	3.1	/	-1.4	-0.8	-0.7	4.2	6.0	-1.6	2.4	-9.4	5.8*
CCN1CCN(Cc2ccc(NC(=O)c3cc(NC(=O)N4CCNC4=O)cc(OC)c3)cc2C(F)(F)F)CC1	-0.9&-3.0	-1.7&-0.2	-1.3&-1.4	-1.6&-0.3	0.8&-1.9	-0.2&1.5	-10.6&7.0	-3.5&-3.2	-2.1&-3.5	-15.3&-5.4	-1.7&-1.0
COC(=O)c1c(NC(=S)NN2CCN(C)CC2)sc2c1CCC(C)C2 (centres undefined)	-1.1	-0.7	-0.6	-3.8	0.9	4.1	0.5	2.8	-2.0	-15.0	-0.4
COc1ccc(Cc2nnc(-c3ccccc3)o2)cc1	6.7	1.7	-1.0	-6.6	-1.0	0.1	-1.2	4.9	-5.9	5.6	0.1
Cc1ccc(NC(=O)CCN2CCN(C/C=C/c3ccccc3)CC2)cc1C	-2.4	-0.7	-1.4	-0.1	-2.0	0.1	0.4	3.1	-4.1	-21.8	-1.2
COc1ccccc1C/C(N)=N/OC(=O)COc1cccc(C)c1	1.6	-0.1	-1.1	-2.1	0.7	-4.3	-0.6	0.6	-0.6	-2.3	-0.1
CCN(CC)Cc1cc(C(C)=O)ccc1O	2.7	0.4	-1.3	5.2	-0.5	3.6	10.2	2.0	1.1	8.9	0.6
O=C1OCCC1Sc1nnc(-c2ccccc2)o1 (centres undefined)	0.6	-0.8	-0.6	0.2	0.2	1.0	-12.9	-0.3	2.8	1.9	0.5
CCCNC(=O)NC(=O)c1cnccc1C(F)(F)F	0.9	0.2	-0.8	-10.5	0.2	5.2	-4.0	-0.1	-5.2	13.8	-0.2
COc1cc(/C=N/N=C2/SCC(=O)N2c2ccc(O)cc2)ccc1O	-3.8	-1.6	-1.9	-4.5	-1.4	-2.2	-10.3	1.1	-2.6	-11.0	-0.9
COc1ccc(NC(=O)CSc2nnc(Cc3ccc(C)cc3)c(=O)n2N)cc1	0.5	-0.4	-0.1	0.1	0.6	-2.3	12.0	0.3	2.2	-13.9	-0.1
CC(=O)N1c2ccc(S(=O)(=O)NCCc3ccc(S(N)(=O)=O)cc3)cc2CC1C (centres undefined)	3.7	0.7	-1.3	-3.0	-1.0	0.7	-4.1	-1.6	-0.3	0.7	0.1
CC(C)C(NS(=O)(=O)c1ccccc1)C(=O)N1CCCCCC1 (centres undefined)	-1.9	1.4	-0.8	-1.9	-1.7	2.6	4.5	2.2	-2.2	2.9	-0.3
Cc1ccc(NC2=NC(=S)N(CC#N)C23CCCCC3)cc1	-0.4	0.6	-1.1	0.6	-0.8	9.0	4.8	1.0	-0.6	0.1	0.2
CCOc1ccc(C2CC(c3ccc(CC)cc3)n3nc(N)nc3N2)cc1 (centres undefined)	3.9	-3.1	-1.3	-34.8	-0.1	-14.5	-78.5	0.0	-21.2	16.5	-0.3
O=C(Nn1cnnc1)c1ccc(OC(F)(F)C(F)C(F)(F)F)cc1 (centres undefined)	-0.1	1.4	-1.0	-0.1	-0.7	0.8	2.4	-0.2	3.9	-13.4	0.5
Cc1ccc(-c2nc(CS(=O)CC(=O)NCCCc3ccccc3)c(C)o2)cc1 (centres undefined)	-1.9	0.7	-1.2	-9.9	-1.8	0.1	1.6	-0.5	1.9	-5.5	1.3
Cc1ccc(C(O)(C(=O)NNc2ccc3ccccc3n2)c2ccc(C)cc2)cc1	2.1&-0.2	-0.8&-0.4	-0.8&-0.4	-9.6&-10.4	0.6&-0.9	-9.9&-12.9	-41.2&-50.3	1.3&1.4	-4.9&-11.2	3.8&10.8	-0.1&0.0
Cc1ccccc1N(CC(=O)NCCc1ccccc1)C(=O)c1csnn1	1.1	-0.6	-0.9	3.3	3.2	7.2	7.0	-0.4	-2.5	6.3	0.4
O=C(NN1C(=O)C2C3C=CC(C4CC34)C2C1=O)c1ccccc1Cl (centres undefined)	4.8	5.1*	-0.8	1.5	-1.8	-0.3	5.5	4.5	0.2	5.0	0.0
COc1cccc(C(=O)Nc2ccc(NC(=O)C3CC3)nc2)c1	-1.7	-1.0	-0.8	2.9	-1.0	1.7	7.9	1.9	-1.1	-15.8	-0.3
CCOC(=O)Cn1c(=O)c2c(nc(Br)n2CC(=O)OCC)n(C)c1=O	-2.3	-0.9	-1.2	-1.9	-1.2	5.0	8.2	-0.1	-7.0	10.9	-0.1
COC(=O)/C=C/COc1ccccc1[N+](=O)[O-]	1.1	-0.1	-1.2	2.4	0.3	5.5	-4.2	0.0	0.4	4.1	-1.4
O=c1c(Cc2c(F)cccc2Cl)c(O)ccn1CCCN1CCOCC1	-2.0	0.9	-1.0	3.2	0.1	1.8	-4.9	0.8	1.9	6.4	2.5
CCCCCCn1c(=O)n2n(c1=O)C[C@]1(OC(=O)NC3CCCC3)CN(S(=O)(=O)c3ccc(C)cc3)C[C@]1(O)C2	-5.3	1.1	-1.6	1.0	-1.4	11.3*	11.2	-3.0	3.7	-17.9	0.3
O=C(NC1CCCCC1)c1cc([N+](=O)[O-])[nH]n1	-2.8	-1.5	-1.2	-1.4	-0.9	-1.6	-3.3	-0.7	-3.5	18.3	-0.2
COc1ccc(C)cc1S(=O)(=O)NCCC1=CCCCC1	-0.2	-0.6	-1.5	3.8	-0.5	4.7	0.2	-1.6	1.5	-21.2	-0.3
O=C(CSc1nnc(NC2CC2)s1)NN1C(=O)NC2(CCCCC2)C1=O	-0.5	0.8	-1.0	-0.2	-1.7	-3.0	4.0	1.4	-5.1	-0.9	-1.6
O=C(CCc1nnc(Cc2cccc(C(F)(F)F)c2)o1)NCCc1ccccc1F	8.5	0.5	-1.1	-8.2	0.5	0.0	-6.4	1.9	-1.1	-2.0	0.1
CCc1ccc(NC(=O)N[C@H](C(=O)O)C(C)CC)cc1 (some centres undefined)	0.0	0.6	-0.8	-7.3	1.1	0.0	-5.8	1.4	-5.0	8.3	0.8
Cc1ccc(NC(=O)Cn2cnc3c(OCc4ccccc4)ncnc32)cc1C	-1.7	-1.6	-1.2	0.8	-1.8	-5.5	-1.6	0.9	-1.3	-11.2	-0.8
O=C(Nc1cc(C(F)(F)F)ccc1-n1cncn1)c1ccc(Br)cc1	-0.6	0.1	-1.1	3.8	-1.5	-0.1	3.9	-1.0	-0.2	3.0	-0.6
COCCCNC(=S)NC1CC2CCC(C1)N2Cc1ccccc1 (centres undefined)	2.2	0.1	-1.5	-1.4	-0.5	-3.1	3.9	1.4	0.8	12.4	0.1
COc1cc(C(=O)NCc2ccc(OCCN(C)C)cc2)cc(OC)c1OC	1.1	0.3	-0.1	0.4	-1.0	0.6	-6.2	3.6	-7.1	10.6	-0.1
COc1ccccc1NS(=O)(=O)c1cc(C(=O)NCc2cccnc2)ccc1C	-0.5	-1.8	-1.2	-3.2	0.3	2.6	2.0	1.9	-3.2	-7.0	1.6

# Taken from above:
# Under sPLA2-III inh, CCCNC(=O)NC(=O)c1cnccc1C(F)(F)F is entered as 13.8
# Under hgDAF-12 ag, CCN1CCN(Cc2ccc(NC(=O)c3cc(NC(=O)N4CCNC4=O)cc(OC)c3)cc2C(F)(F)F)CC1 is entered as -0.9&-3.0

# The list goes on:
structure	hgDAF-12 ag	DAX1 inh-2	ssDAF12 agonist	PLC-beta3 inh	hcDAF12 agonist	PLC-gamma1 inh	ADAM10 inh	GAA850 FXN act	ADAM17 inh	sPLA2-III inh	DAX1 inh-1
COc1cccc(NC(=O)COc2ncnc3sc(C)c(C)c23)c1	1.2	0.9	-0.8	1.6	0.3	3.7	-1.5	2.8	-0.6	-8.5	-0.3
C(#CCN1CCCC1)CC(c1ccccc1)c1ccccc1	-0.2	-0.4	-1.3	0.2	-1.3	1.8	-3.6	-1.3	-1.9	3.1	0.6
Cc1noc(C)c1COc1cccc(C(=O)NCCc2c[nH]c3ccccc23)c1	1.2	-1.3	-1.5	5.6	-0.1	1.6	7.7	-5.9	3.3	-65.3	-2.5
Cc1cnc(CNC(=O)c2ccc3oc(Cc4ccccc4)nc3c2)[nH]1	-1.8	-0.3	-1.4	-9.8	-0.5	-1.9	-13.8	1.5	-2.6	3.0	0.5
COc1ccc(N2C(=O)CC(N3CCN(c4ccc(C(=O)c5cccnc5)cc4)CC3)C2=O)cc1 (centres undefined)	-2.1	-0.2	-1.9	-60.5	-1.6	-8.5	5.3	1.0	-0.8	-5.8	-0.2
Cc1nn(-c2ccccc2)c(N)c1C1(O)C(=O)Nc2ccc([N+](=O)[O-])cc21 (centres undefined)	-1.3	-2.4	-1.5	-20.4	0.6	-9.2	-11.1	-1.0	-8.3	0.7	-0.2
COc1ccc(C2C(C(=O)c3sc(C)nc3C)=C(O)C(=O)N2CCCn2ccnc2)cc1 (centres undefined)	-1.4	1.4	-0.8	-1.9	-1.4	2.2	2.6	3.1	-0.5	-5.7	0.8
C/C(=N\NC(=O)C(=O)Nc1ccc(C)cc1)c1ccncc1	2.0	-1.3	-2.0	-2.4	-2.6	-1.9	-6.2	-0.6	-0.7	16.0	-0.1
COc1cccc(S(=O)(=O)NCc2ccc(C(=O)N3CCN(Cc4ccccc4)CC3)cc2)c1	-3.9	-1.2	-1.2	-6.5	-2.2	-2.2	7.6	-0.8	-0.3	-24.6	-5.4
O=C(Nc1cccc(S(=O)(=O)N2CCCC2)c1)c1ccncc1	0.4	0.2	-0.7	-4.7	0.6	-2.2	-0.8	-0.8	-2.8	-0.8	-3.4
CC(C)NC(=S)NN(c1ccccc1)c1ccccc1	-0.4	1.6	-1.5	3.9	0.2	2.0	1.9	1.6	-0.1	9.9	0.5
